S1P4 agonist = S1P4 receptor agonists, primary screen, cell-based | S1P4-expressing cell line, agonist reporter assay | activation, % at 4.98 µM | hit rate 0.35% among 220,000 | AID 1509, 2009; in the data active means activation above about 11%;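 further: 0% = DMSO vehicle and 100% = reference agonist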
Target sequence (O95977 whole entry, looked up): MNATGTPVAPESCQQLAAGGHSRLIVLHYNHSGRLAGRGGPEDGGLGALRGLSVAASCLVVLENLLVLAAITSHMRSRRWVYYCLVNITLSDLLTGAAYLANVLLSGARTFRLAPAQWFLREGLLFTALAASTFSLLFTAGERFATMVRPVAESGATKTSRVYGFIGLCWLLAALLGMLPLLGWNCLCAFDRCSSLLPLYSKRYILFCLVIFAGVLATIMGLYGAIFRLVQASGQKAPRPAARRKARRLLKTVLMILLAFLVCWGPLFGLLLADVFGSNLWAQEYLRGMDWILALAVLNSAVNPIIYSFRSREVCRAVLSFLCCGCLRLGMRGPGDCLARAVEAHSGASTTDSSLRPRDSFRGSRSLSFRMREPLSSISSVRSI
NPY-Y1 PAM-ag = NPY-Y1 receptor potentiators or agonists, primary screen, cell-based. activation, % at 3.6 µM. hit rate 0.37% among 220,000. NPY-Y1 expressing cells, potentiator/agonist activation; in the data active means activation above about 33%, passing the limit was not always enough;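 further: cells stimulated with NPY at EC10 then isoproterenol at EC100; 0% = low agonist plus stimulus and 100% = saturating agonist plus stimulus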
TRPML3 ag = human TRPML3 channel agonists, primary screen, cell-based, HEK293 TRPML3-YFP, Fluo-8 calcium fluorescence, 3 µM; Mucolipin-3 (Homo sapiens), Q8TDD5; 100% = the carbachol control signal; activation, % at 3 µM; hit rate 0.29% among 220,000;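 active means activation above its plate's cutoff, the mean activation of the plate's test wells plus 3 SD, cut at about 12% in these data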;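 further: 0% = DMSO only wells and 100% = carbachol wells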
Target sequence (Q8TDD5 whole entry, looked up): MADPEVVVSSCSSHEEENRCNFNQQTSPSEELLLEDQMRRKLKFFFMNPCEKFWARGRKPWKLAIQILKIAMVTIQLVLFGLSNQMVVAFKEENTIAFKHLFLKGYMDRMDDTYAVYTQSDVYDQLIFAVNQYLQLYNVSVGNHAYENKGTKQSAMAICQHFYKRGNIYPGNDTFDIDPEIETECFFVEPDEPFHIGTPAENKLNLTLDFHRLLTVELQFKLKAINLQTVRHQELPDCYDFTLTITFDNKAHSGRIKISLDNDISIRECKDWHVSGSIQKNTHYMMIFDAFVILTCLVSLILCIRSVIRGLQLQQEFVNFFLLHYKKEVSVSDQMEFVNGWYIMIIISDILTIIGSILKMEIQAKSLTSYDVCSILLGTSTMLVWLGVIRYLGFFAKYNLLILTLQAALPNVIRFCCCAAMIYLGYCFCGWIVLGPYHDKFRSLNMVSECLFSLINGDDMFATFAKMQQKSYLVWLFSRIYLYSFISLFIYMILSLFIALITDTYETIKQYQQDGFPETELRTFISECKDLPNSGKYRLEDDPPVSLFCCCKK
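Material: TRPML3-YFP stable HEK293 cells | Dosing: One concentration, 3 µM nominal, 0.3% DMSO | Timing: 125 s total fluorescence read per well | Technique: Fluo-8 calcium dye fluorescence, ex 470-495, em 515-575 nm | Measure: Percent activation from peak-to-basal fluorescence ratio, scaled between DMSO and carbachol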
NPY-Y2 PAM-ag = NPY-Y2 potentiators or agonists, primary screen, cell-based; cells expressing NPY-Y2, potentiator/agonist read-out; hit rate 0.45% among 220,000; Neuropeptide Y receptor type 2 (Homo sapiens), P49146; activation, % at 3.6 µM; in the data active means activation above about 27%;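 further: cells stimulated with NPY near EC25 plus isoproterenol at EC100; 0% = vehicle plus submaximal agonist and 100% = vehicle plus saturating agonist; some results beyond the cut were filed as inactive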
EP2 mod = EP2 receptor modulators, cAMP readout, primary screen, cell-based, HTRF cAMP, PGE2 stimulation; EP2-expressing cells, cAMP HTRF FRET, PGE2 co-stimulation; Prostaglandin E2 receptor EP2 subtype (Homo sapiens), P43116; induction, % at 25 µM; AID 940, 2007; hit rate 0.83% among 260,000;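 active means compounds whose cAMP rise, as percent of the full-agonist control response, exceeds 60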;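 further: rat C6 glioma line stably carrying human EP2 under a CMV promoter; the protocol text gives 20 µM as final concentration; 100% = response of wells given 1 µM PGE2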
zfTRPN1 agonist = zebrafish TRPN1 channel agonists, primary screen, cell-based, HEK293, calcium fluorescence; AID 1424, 2008; HEK293 zebrafish TRPN1-YFP, Fluo-8 calcium fluorescence; 100% = response to 87 µM carbachol; activation, % at 3 µM; hit rate 0.18% among 220,000; transient receptor potential cation channel N1 (TRPN1/NompC), Danio rerio;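 active means activation above its plate's cutoff, the mean activation of test wells on that plate plus 3 SD, cut at about 19% in these data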;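 further: 0% = DMSO alone and 100% = 87 µM carbachol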
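Control set: carbachol 87 µM as high control, DMSO as low control; system: HEK293 stable line with zebrafish TRPN1-YFP; read-out: % activation versus carbachol response; detection: intracellular calcium fluorescence with Fluo-8; doses: single test compound dose, 3 µM nominal, 0.3% DMSO; schedule: dye 1 h 37 °C plus 30 min RT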
NPY Y1 blocker = NPY-Y1 receptor antagonists, primary screen, cell-based. Neuropeptide Y receptor type 1 (Homo sapiens), P25929. HEK293-CNG Y1 cells, membrane potential fluorescence; NPY at EC95, then isoproterenol. inhibition, % at 3.6 µM. hit rate 1% among 200,000. AID 1040, 2008;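 active means inhibition above the campaign mean inhibition of all tested compounds plus 3 SD, cut at about 20% in these data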;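 further: 0% = DMSO wells given NPY plus isoproterenol and 100% = isoproterenol alone without NPY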
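Test system: HEK293 cells co-expressing NPY Y1 receptor and cyclic-nucleotide gated channel; Also added: NPY (25 nM), isoproterenol (1 µM), Ro 20-1724 (25 µM); Compound dosing: one concentration, 3.6 µM, in 0.4% DMSO; Timing: dye 3 h, compound 60 min room temperature, stimulation 45 min; Technique: Membrane-potential fluorescent dye readout.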
CHOP inhibitor = inhibitors of CHOP promoter induction, primary screen, cell-based, unfolded protein response, luciferase reporter | hit rate 3.8% among 220,000 | AID 2732, 2010 | inhibition, % at 10 µM | CHO-K1 CHOP-promoter luciferase, tunicamycin-induced, 15-18 h;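 active means compounds that reduced the stress-induced luciferase reporter signal by more than about 70% of percent inhibition, limit read from the data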;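 further: 0% = tunicamycin plus vehicle and 100% = wells without tunicamycin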
S1P4 antag = S1P4 receptor antagonists, primary screen, cell-based; Sphingosine 1-phosphate receptor 4 (Homo sapiens), O95977; hit rate 0.26% among 220,000; AID 1510, 2009; inhibition, % at 4.98 µM; S1P4-expressing cells, antagonist mode, reporter read-out; in the data active means inhibition above about 29%;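 further: 0% = wells stimulated with agonist and 100% = vehicle wells without agonist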
The depositor's hits bear a star; nt = not tested or not shown; & = joins results of further samples. Compounds were not picked by outcome; about 6.5% have a hit in one of these screens.

SMILES | S1P4 agonist | NPY-Y1 PAM-ag | TRPML3 ag | NPY-Y2 PAM-ag | EP2 mod | zfTRPN1 agonist | NPY Y1 blocker | CHOP inhibitor | S1P4 antag
O=C(CC(C(=O)N1CCc2ccccc21)n1ccnc1)NCc1ccccc1 (configuration not stated) | 4.4 | 8 | 0.2 | -1 | -26 | -0.8 | -5 | 5 | -14
O=C(CSc1nnc(Cc2cccs2)n1Cc1ccco1)Nc1ccc(Br)cc1 | 0.1 | 10 | -0.2 | -10 | 22 | -0.1 | 3 | 68 | -17
CCCn1c(SCC(=O)N2c3ccccc3Sc3ccccc32)nc2c1c(=O)n(C)c(=O)n2C | 0.3 | -8 | 0.0 | -11 | 29&25 | -0.6 | 2 | 10 | -17
Nc1ncncc1-c1ccc(Cl)cc1 | 1.4 | -8 | 0.6 | 3 | -9 | 0.9 | nt | 12 | -13
COC(=O)c1c(C)[nH]c(-c2csc(N)n2)c1C | 1.0 | 7 | 0.7 | 6 | -44 | 1.5 | 3 | -25 | -13
O=C(CSc1nc2ccccc2o1)Nc1ccccc1N1CCOCC1 | -1.6 | 7 | 0.1 | 10 | 10 | -1.2 | -4 | -1 | -3
COC1=CCC2([N+](=O)[O-])CN(CC(=O)O)CC1([N+](=O)[O-])C2 (configuration not stated) | 1.0 | -9 | 1.1 | 0 | 31 | 0.9 | 8 | 6 | -1
CCOP(=O)(CN(CC)C(=O)c1ccccc1Br)OCC | 0.3 | 8 | 0.5 | -20 | 24 | -0.2 | nt | 16 | 5
O=C(CSc1nc(Nc2ccccc2)nc(N2CCOCC2)n1)Nc1ccccc1Cl | 1.4 | -7 | 0.8 | 0 | 14 | 0.6 | -1 | -6 | -6
COC(=O)c1ccc(NC(=O)Cc2ccc(F)cc2)cc1 | -1.0 | 8 | -0.1 | 3 | -4 | -0.2 | 0 | 18 | -9
CCOC(=O)N1CCC(NC(=O)c2cccc3c2C(=O)N(Cc2cccnc2)C3)CC1 | -0.3 | 8 | 0.5 | 10 | 1 | 0.6 | 4 | 23 | -26
O=[N+]([O-])c1cccc(/C=C/c2nc[nH]c2[N+](=O)[O-])c1 | -1.4 | 13 | 1.0 | 9 | -55 | 2.1 | nt | 12 | 1
CCC(c1nnnn1C(C)(C)CC)N(CCCN1CCOCC1)Cc1cc2cccc(C)c2[nH]c1=O (configuration not stated) | 0.5 | -5 | 0.3 | -18 | 30 | 3.7 | 13 | 11 | -13
C/C(Cn1nnc([N+](=O)[O-])n1)=N\NC(=O)c1ccc(O)cc1 | 1.1 | 12 | 0.7 | -23 | 16 | 0.7 | nt | -17 | 9
CCOC(=O)COc1ccccc1/C=C1\NC(=O)NC1=O | 0.6 | -3 | 0.1 | -4 | 10 | -1.7 | -2 | -3 | 2

Another view of some results above.
SMILES,S1P4 agonist,NPY-Y1 PAM-ag,TRPML3 ag,NPY-Y2 PAM-ag,EP2 mod,zfTRPN1 agonist,NPY Y1 blocker,CHOP inhibitor,S1P4 antag
O=C(CC(C(=O)N1CCc2ccccc21)n1ccnc1)NCc1ccccc1 (configuration not stated),4.4,8,0.2,-1,-26,-0.8,-5,5,-14
O=C(CSc1nnc(Cc2cccs2)n1Cc1ccco1)Nc1ccc(Br)cc1,0.1,10,-0.2,-10,22,-0.1,3,68,-17

Additional compounds
SMILES | S1P4 agonist | NPY-Y1 PAM-ag | TRPML3 ag | NPY-Y2 PAM-ag | EP2 mod | zfTRPN1 agonist | NPY Y1 blocker | CHOP inhibitor | S1P4 antag
Cn1c(=O)n(C)c2cc(NS(=O)(=O)c3ccc(Br)s3)ccc21 | 1.6 | 2 | 0.9 | -18 | -12 | 0.0 | -5 | -12 | 5
COc1ccc(Nc2nc(C(F)(F)F)nc(C)c2C#N)cc1 | 1.1 | 16 | 0.8 | 0 | 4 | -1.1 | 1 | 6 | -11
Cc1ccc(S(=O)(=O)N2CCOCC2)cc1NC(=O)COC(=O)CCC(=O)c1cccs1 | 0.6 | -5 | -0.2 | -22 | 14 | 1.8 | -5 | 5 | -11
Cc1nc(SCCO)c2oc3ccccc3c2n1 | -0.2 | -3 | -0.1 | 2 | -23 | -0.3 | -7 | 9 | -2
O=C(Nc1cccc2cccnc12)c1ccc2c(c1)OCCO2 | 1.7 | -24 | 0.9 | -8 | 21 | 0.3 | 11 | 12 | -6
Cc1cccc(N2CCN(c3nc4ccccc4n4cnnc34)CC2)c1C | -0.6 | -1 | 1.3 | 5 | 63* | 2.0 | 2 | -40 | -12
Cc1nn(CC(=O)N2CCCc3ccccc32)c(C)c1[N+](=O)[O-] | 1.0 | 3 | 0.4 | 1 | 2 | 0.1 | 2 | -10 | -22
c1ccc(-c2nc3ccccc3[nH]2)nc1 | 1.1 | -3 | 0.8 | 1 | -15 | 0.3 | -4 | 9 | 3
CC(=O)c1c(N2CCCCC2)nc(=O)n(-c2ccccc2)c1C | 0.3 | 0 | 0.5 | -13 | 10 | -0.9 | -4 | 20 | -5
Cc1ccc(S(=O)(=O)N2CCC(C(=O)NCCc3ccc(S(N)(=O)=O)cc3)CC2)cc1 | -0.8 | 14 | 1.2 | 7 | -2 | -0.4 | 0 | 13 | -22
OC(COCC1CC=CCC1)Cn1cnc2ccccc21 (configuration not stated) | -1.3 | 3 | 0.1 | 0 | -1 | 0.3 | 3 | 17 | 4
COc1ccccc1C(CNC(=S)NCc1ccccc1)N1CCCC1 (configuration not stated) | -1.3 | -7 | 0.8 | -24 | -6 | 0.0 | 1 | -19 | 11
COc1cccc(-c2nnc3n2N=C(c2cccc(Br)c2)CS3)c1 | -3.0 | -5 | 1.1 | 8 | 14 | -0.9 | 2 | 9 | -7
Cc1nn(CC(=O)NCCc2ccccc2)c(=O)c2ccccc12 | 2.4 | -10 | 0.0 | -1 | -8 | 0.5 | 4 | 20 | -14
CC(CNC(=O)C(=O)NC(C)CCc1ccccc1)Cc1ccccc1 (configuration not stated) | 1.4 | 12 | 0.9 | -2 | 9 | 2.5 | 2 | 38 | -4

Full records, quoted from the list.
Cc1nc(SCCO)c2oc3ccccc3c2n1 across the screens: S1P4 agonist: -0.2; NPY-Y1 PAM-ag: -3; TRPML3 ag: -0.1; NPY-Y2 PAM-ag: 2; EP2 mod: -23; zfTRPN1 agonist: -0.3; NPY Y1 blocker: -7; CHOP inhibitor: 9; S1P4 antag: -2
CC(CNC(=O)C(=O)NC(C)CCc1ccccc1)Cc1ccccc1 (configuration not stated) across the screens: S1P4 agonist: 1.4; NPY-Y1 PAM-ag: 12; TRPML3 ag: 0.9; NPY-Y2 PAM-ag: -2; EP2 mod: 9; zfTRPN1 agonist: 2.5; NPY Y1 blocker: 2; CHOP inhibitor: 38; S1P4 antag: -4

(listing goes on)
SMILES | S1P4 agonist | NPY-Y1 PAM-ag | TRPML3 ag | NPY-Y2 PAM-ag | EP2 mod | zfTRPN1 agonist | NPY Y1 blocker | CHOP inhibitor | S1P4 antag
C/C(CCC(C)C)=N\NS(=O)(=O)c1ccc(C)c([N+](=O)[O-])c1 | 0.9 | -23 | 0.7 | -16 | 8 | 0.5 | nt | -3 | -2
CCc1ccc(/C=C2\CN(CC)Cc3c2nc2ccccc2c3C(=O)O)cc1 | 1.7 | -2 | 1.4 | -9 | 15 | 2.8 | 2 | -23 | -16
CCCC(=O)NC(c1cccs1)c1cc([N+](=O)[O-])c2cccnc2c1O (configuration not stated) | 2.0 | -16 | 0.0 | -3 | 12 | 0.8 | 6 | 36 | -33
CCOC(=O)c1ccc2c(c1)n(CC)c(C)[n+]2CC | 0.4 | 3 | 0.1 | -3 | 1 | 2.5 | 0 | -12 | -4
COC(=O)c1cn(NC(=O)Cn2nc([N+](=O)[O-])c(Br)c2C)c(=O)c2ccccc12 | 1.4 | -12 | -1.9 | -8 | 3 | 1.7 | 1 | 11 | -10
COC(=O)c1ccc(COC(=O)c2cnccn2)cc1 | 2.6 | -12 | 1.4 | -2 | 11 | 0.4 | 0 | 4 | -9
COC1CCN(C(=O)CC2C(=O)NCCN2CC(C)(C)C)CC1 (configuration not stated) | 2.5 | 20 | 0.8 | 11 | 0 | 2.6 | -2 | 20 | -11
CCOc1ccc(CNC(=O)CCSCc2ccccc2F)cc1OC | -0.3 | -24 | -0.4 | 3 | 17 | 0.3 | 9 | -7 | 2
CC1CCC(NC(=O)CC(C)(C)Cc2nc3ccccc3c(=O)[nH]2)CC1 (configuration not stated) | 0.4 | -6 | 0.8 | 1 | 9 | 1.1 | -5 | 4 | 0
O=C(CSc1nnc2ccccn12)c1ccc(OC(F)F)cc1OC(F)F | 1.5 | -8 | 0.5 | 1 | 6 | 0.4 | -4 | 56 | 0
Cc1c(C(=O)Nc2ccc(N3CCOCC3)cc2)cccc1[N+](=O)[O-] | 1.9 | -1 | 0.9 | -8 | -28 | -1.2 | -3 | -7 | -8
CC(C)C[C@H](NC(=O)c1[nH]cnc1C(=O)N[C@H](C)c1ccccc1)C(=O)OCc1ccccc1 | -0.9 | -12 | -0.2 | -8 | -5 | 1.2 | -4 | 2 | 12
O=C1CCCC2=C1C1(CCCCC1)N=C(Nc1nc3ccccc3s1)N2 | 1.4 | 0 | 0.6 | -8 | 22 | 0.2 | 0 | 49 | -33
COc1ccc(Cn2c(CCC(=O)Nc3ccccc3)nc3cccnc32)cc1 | 0.6 | -2 | 0.8 | -5 | 10 | -0.7 | 1 | 13 | -1
COCCn1c(N)c(N(Cc2ccccc2)C(=O)Cc2c(Cl)cccc2Cl)c(=O)[nH]c1=O | -4.5 | 7 | 0.6 | 13 | -11 | -0.7 | 1 | 3 | 1
CCOC(=O)CSCc1c(C#N)c2ccccc2n1C | 1.1 | -10 | 0.1 | -25 | -9 | 0.1 | 3 | 33 | -10
C=CCn1c(=S)[nH]c2ccc(Br)cc2c1=O | -1.6 | -8 | -0.3 | 0 | 13 | -1.4 | -3 | 40 | -8
CCOC(=O)C(=CNNc1c(C)csc1C(=O)OC)C(=O)OCC | 1.3 | 12 | -0.7 | 13 | 17 | -1.0 | nt | 1 | 7

Limited to NPY Y1 blocker (4 entries from above):
molecule,NPY Y1 blocker
COc1ccc(Cn2c(CCC(=O)Nc3ccccc3)nc3cccnc32)cc1,1
COCCn1c(N)c(N(Cc2ccccc2)C(=O)Cc2c(Cl)cccc2Cl)c(=O)[nH]c1=O,1
CCOC(=O)CSCc1c(C#N)c2ccccc2n1C,3
C=CCn1c(=S)[nH]c2ccc(Br)cc2c1=O,-3

Screening results from PubChem.
